LGR2 inh: inhibitors of bursicon-induced Drosophila LGR2 receptor cAMP signaling; HEK293 LGR2, CRE-luciferase, bursicon-stimulated, 4 h; inhibition, % at 9.99 µM; 380,000 compounds, 0.35% hits;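 active = drop in luminescence signal, shown as inhibition above about 50% in the replicate tests, limit read from the data, passing the limit was not always enough; inconclusive = probably only some replicates passing the limit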;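 note: agonist challenge used bursicon conditioned medium at about half maximal strength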
SIRT5 block: sirtuin-5 (human) deacylase inhibition | AID 652115 | inhibition, % at 15 µM | Q9NXA8 | Purified SirT5, succinyl-peptide AMC, trypsin-coupled fluorescence | 330,000 compounds, 1.1% hits; in the data active = inhibition above about 15%; inconclusive = no clear call, values can overlap the other calls
Target sequence (Q9NXA8 whole entry, looked up): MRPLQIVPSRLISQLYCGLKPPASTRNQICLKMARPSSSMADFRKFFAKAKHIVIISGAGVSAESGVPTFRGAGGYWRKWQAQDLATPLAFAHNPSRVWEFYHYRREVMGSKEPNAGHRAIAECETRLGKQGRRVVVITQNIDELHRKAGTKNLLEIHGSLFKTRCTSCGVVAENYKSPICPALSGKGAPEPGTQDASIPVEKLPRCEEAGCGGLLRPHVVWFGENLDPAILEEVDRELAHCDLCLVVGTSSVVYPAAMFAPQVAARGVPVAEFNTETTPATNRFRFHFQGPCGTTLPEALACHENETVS
Statin myotox sup: protects C2C12 myotubes from simvastatin toxicity; ATP luminescence, 48 h; scaled: DMSO 0, geranylgeraniol control 100; rescue of ATP level, % at 7.49 µM; 330,000 compounds, 0.78% hits;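 active = mean ATP rescue above about 67%, or every replicate alone reaching that limit, limit read from the data, passing the limit was not always enough; inconclusive = no clear call, values can overlap the other calls; inactive = mean under the limit and some replicate under it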;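 note: myotubes were challenged with 10 µM simvastatin during compound exposure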
esBAF inh: SWI/SNF esBAF complex inhibition | mouse ES cells, Bmi1-luciferase knock-in reporter, 24 h; 100% = twice the neutral-well signal | reporter increase, % at 12.5 µM | 350,000 compounds, 2% hits; in the data active = activation above about 40%; inconclusive = no clear call, values can overlap the other calls;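 note: 0% = median of the plate's neutral control wells and 100% = double that signal; a rise in the Bmi1 reporter signal indicates esBAF inhibition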
FN deposit inh: fibronectin deposition inhibition | AH1F fibroblasts, Alexa488-fibronectin deposition fluorescence, overnight | inhibition, % at 12.6 µM | 350,000 compounds, 0.086% hits;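 active = mean inhibition across replicates of 30% or more, regardless of how many single replicates reach that level; inconclusive = mean under 30% yet at least half of replicates reach 30%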;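 note: positive control wells lacked labelled fibronectin entirely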
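Material: AH1F fibroblast monolayer depositing Alexa488-labelled fibronectin into matrix | Input: 10000 AH1F cells/well | Medium: DMEM plus 2% serum, read in PBS | Reagent: Alexa488-fibronectin, 24 nM final in well | Compound dosing: One dose per compound, pinned | Schedule: 1 h adhesion, overnight exposure | Measured by: Fluorescence at 485 nm excitation, 525 nm emission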
S100A4 MyoIIA: S100A4-myosin IIA interaction inhibition; inhibition, % at 10.7 µM; P26447; 360,000 compounds, 0.14% hits; S100A4/TAMRA-MyoIIA peptide fluorescence polarization;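 active = mean inhibition of at least 70% across replicates, with every replicate also reaching that level; inconclusive = mean inhibition reaches 70% but some replicates fall short; inactive = mean inhibition below 70%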
Target sequence (P26447 whole entry, looked up): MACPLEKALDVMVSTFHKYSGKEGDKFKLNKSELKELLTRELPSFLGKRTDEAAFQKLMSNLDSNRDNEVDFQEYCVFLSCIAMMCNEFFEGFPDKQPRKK
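Assay system: human S100A4 monomer with TAMRA-labelled myosin IIA peptide / Buffer or medium: Calcium-containing HEPES buffer, pH 7.2 / Reagent: TAMRA-labelled myosin IIA heavy-chain peptide probe, 5 nM / Compound: one dose per compound / Timing: polarization read 5 min after assay mix addition, stable 5–60 min / Benchmarks: neutral control DMSO, positive control TFP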
CASP6 VEID inh: inhibitors of human caspase-6 | P55212 | purified caspase-6, Z-VEID-R110 cleavage fluorescence | inhibition, % at 12.5 µM | 350,000 compounds, 0.53% hits | AID 686996;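 active = mean inhibition across replicates at least about 35%, with every replicate also reaching that limit, limit read from the data; inconclusive = only one of the two criteria met; inactive = neither criterion met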;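 note: 0% = median of neutral control wells and 100% = no fluorescence left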
Target sequence (P55212 24-179 limits assumed): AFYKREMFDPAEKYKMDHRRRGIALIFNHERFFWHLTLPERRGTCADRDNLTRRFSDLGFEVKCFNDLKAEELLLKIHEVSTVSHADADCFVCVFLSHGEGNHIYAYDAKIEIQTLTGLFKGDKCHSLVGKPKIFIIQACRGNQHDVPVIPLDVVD
Target sequence (P55212 194-293 limits assumed): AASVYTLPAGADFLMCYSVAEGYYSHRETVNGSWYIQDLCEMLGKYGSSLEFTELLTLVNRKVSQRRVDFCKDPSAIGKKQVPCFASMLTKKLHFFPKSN
* marks the source's active call; other numbers are inactive results; ? = inconclusive; / = not tested or not shown; & = joins results of further samples. Not all compounds are listed; the hit share may differ from the screen's.

entry	Structure	LGR2 inh	SIRT5 block	Statin myotox sup	esBAF inh	FN deposit inh	S100A4 MyoIIA	CASP6 VEID inh
1	CC1CC(C)(C)CC(=O)C1C(=O)c1ccccc1 (stereo not given)	-3	0	24	16	5	-2	-11
2	Clc1ccc2nc(CSc3nnc(-c4c[nH]c5ccccc45)o3)cn2c1	0	-1	-24	3	-8	3	-14
3	O=C(O)c1ccc(Br)c(S(=O)(=O)N2CCCC2)c1	12	-2	9	-3	/	-4	-1
4	CC(C)(C)OC(=O)NCCCC[C@H](NC(=O)c1nc[nH]c1C(=O)N1CCc2ccccc2C1)C(=O)OC(C)(C)C	15	/	9	8	-8	-3	-1
5	C[C@]1(CO)CCC[C@@]2(C)C1CC[C@@H](CO)[C@@H]2CCc1ccoc1 (stereo not given in full)	12	-2	-6	1	-6	-16	1
6	COc1ccc(Cl)cc1NC(=S)NCCN1CCOCC1	17	5	/	/	2	1	-3
7	C[C@H]1CN([C@@H](C)CO)C(=O)c2cccc(NC(=O)Nc3ccc(F)cc3)c2O[C@@H]1CN(C)Cc1ccc(C(=O)O)cc1	9&-9	8	-4&1	-5&1	-1&-7	1&3	-1&2
8	COC(=O)C1=C(C)NC(=S)NC1c1ccc(OCC(=O)N2CC(C)OC(C)C2)c(OC)c1 (stereo not given)	23	-1	-3	-2	4	4	-1
9	CCN(c1ccc(OC)cc1)S(=O)(=O)c1ccc2c(c1)CC(C)N2C(=O)C1CC1 (stereo not given)	-7	4	-9	18	8	-2	4
10	Cc1ccc(CN(CCO)CCO)cc1	-8	-3	5	-5	7	-30	-1
11	O=C(CCN1C(=O)c2ccccc2C1=O)Nc1ccc(-c2nc3ccccc3s2)cc1	/	-4	/	/	0	7	-4
12	COCC#Cc1ccc([C@H]2[C@@H](CO)N3C(=O)CN(C(=O)C4CCOCC4)C[C@H]23)cc1	3	0	/	/	/	23	-1
13	O=C(O)C1CC(=O)N(C2CCCCC2)C1c1ccccc1 (stereo not given)	/	/	10	-3	-2	/	/
14	CC(C)CC#Cc1ccc2c(c1)O[C@@H](CN(C)C(=O)c1ccccc1)[C@@H](C)CN([C@H](C)CO)S2(=O)=O	18	6	/	0	/	5	1
15	CCOC(=O)Cn1c(CCC(=O)O)ccc1-c1ccc(F)cc1	0	/	3	-4	4	-1	4
16	CC(C)(O)C1CC[C@@](C)([C@@H]2CC[C@]3(C)[C@H]2[C@H](O)CC2[C@@]4(C)CCC(O)C(C)(C)C4C(OC4OC(CO)C(O)C(O)C4O[C@@H]4OCC(O)C(O)C4O)C[C@]23C)O1 (stereo not given in full)	0	/	-2	-3	-2	3	0
17	COc1ccc(C(C(=O)NCc2ccccc2)N(Cc2ccco2)C(=O)c2cnccn2)cc1 (stereo not given)	18	0	/	/	/	-3	2
18	C[C@@H]1CCCCO[C@@H](CN(C)Cc2ccc3c(c2)OCO3)[C@H](C)CN([C@@H](C)CO)C(=O)c2cc(NS(=O)(=O)c3ccc(F)cc3)ccc2O1	-18	-11	/	-1	-5	-23	0
19	CCC(=O)Nc1ccc2c(c1)C(=O)N(C)[C@@H]1CC[C@@H](CC(=O)NCCCN(C)C)O[C@@H]1CO2	-6	-8	-2	9	5	1	-2
20	CCOc1ccc(OCCCC(=O)Nc2cc(S(=O)(=O)N3CCOCC3)ccc2N2CCOCC2)cc1	-2	-4	-28	-5	9	-7	0
21	CN(C)c1ccc(NC(=O)CSc2nnc(-c3ccco3)c(-c3ccco3)n2)cc1	-8	1	6	4	16	-12	2
22	O=C(OCCOc1ccc(Br)cc1)c1ccc(Cl)c(S(=O)(=O)N2CCOCC2)c1	-5	-5	17	3	-3	-13	4
23	CCOc1ccc2[nH]c3ncccc3c(=O)c2c1	-11	-2	16	17	0	-6	-2
24	O=C([C@@H]1[C@@H](CO)[C@@H]2Cn3c(ccc(-c4cccnc4)c3=O)[C@@H]2N1CCC(F)(F)F)N1CCOCC1	-17	-2	-6	-2	/	-1	-6
25	COc1ccc(C2C(C(=O)O)CCC(=O)N2c2ccc(OC)cc2)cc1 (stereo not given)	11	-4	26	-3	/	1	0
26	CC(=O)N1C[C@H]2[C@@H](c3ccccc31)[C@@H](CO)N2Cc1ccc(Cl)cc1	6	-1	32	0	-3	4	/
27	O=C(Nc1nc2cc3c(cc2s1)OCO3)C1CCCCC1	-65	1	/	/	/	-2	0
28	CCN1C(=O)C(CC(=O)Nc2ccccc2)S/C1=N\c1ccccn1 (stereo not given)	-15	5	-3	-6	-3	-3	0
29	NC(CCc1ccccc1)c1csc(NC(=O)NCCc2ccccc2)n1 (stereo not given)	0	0	-39	3	-4	-1	-2
30	O=C(OCc1cn([C@H]2C[C@H](c3ccc(Cl)cc3)N(CC3CCCCC3)C[C@@H]2O)nn1)c1ccccc1	7	-3	-34	2	-6	6	-2
31	C[C@H]1COC(=O)[C@H](CC(=O)OC(C)(C)C)C/C=C\C[C@@H](CC(=O)N[C@H](CO)Cc2ccccc2)C(=O)N1	33	/	-1	-7	2	1	0
32	O=C(C1CCOCC1)N1[C@@H](CO)[C@@H](c2ccccc2)C12CN(Cc1cccc(Cl)c1)C2	9	-2	/	/	-6	-5	4
33	Cc1ccc(/C=C/C(=O)Nc2ccc(N(C)C)cc2)o1	-50	/	2	52*	-5	/	/
34	CCOC(=O)C1=C[C@@H](CC)N(S(=O)(=O)c2ccc(C)cc2)[C@H]1c1cccs1	?	3	3	-3	-2	?	-1
35	COc1ccc(C=C2SC(=S)NC2=O)cc1	-46	0	7	3	5	31	1
36	CO[C@@H]1CN(C)C(=O)c2ccc(NC(C)=O)cc2OC[C@@H](C)N(Cc2ccccc2C(=O)O)C[C@H]1C	-1	-2	-4	3	-4	-7	-2
37	CCCC(=O)Nc1ccc2c(c1)C(=O)N(C)[C@@H]1CC[C@H](CC(=O)NCCOC)O[C@H]1CO2	17	/	-1	-7	-13	/	/
38	O=C(COC(=O)CNC(=O)c1ccc(F)cc1)NC1CCCc2ccccc21 (stereo not given)	-13	-7	24	-1	-8	-18	0
39	CN(CC(=O)Nc1ccc(F)cc1)C(=O)CN1C(=O)c2cccc([N+](=O)[O-])c2C1=O	12	-2	8	-5	5	-8	0
40	Cn1cnc(S(=O)(=O)N2C[C@H](O)COC[C@H]3O[C@H](CC(=O)N4CCN(c5ccccc5)CC4)CC[C@@H]32)c1	-7	-6	3	0	5	-5	-1

Shown field by field: part of the list above.
36	CO[C@@H]1CN(C)C(=O)c2ccc(NC(C)=O)cc2OC[C@@H](C)N(Cc2ccccc2C(=O)O)C[C@H]1C
  LGR2 inh = -1; SIRT5 block = -2; Statin myotox sup = -4; esBAF inh = 3; FN deposit inh = -4; S100A4 MyoIIA = -7; CASP6 VEID inh = -2

37	CCCC(=O)Nc1ccc2c(c1)C(=O)N(C)[C@@H]1CC[C@H](CC(=O)NCCOC)O[C@H]1CO2
  LGR2 inh = 17; SIRT5 block = /; Statin myotox sup = -1; esBAF inh = -7; FN deposit inh = -13; S100A4 MyoIIA = /; CASP6 VEID inh = /

38	O=C(COC(=O)CNC(=O)c1ccc(F)cc1)NC1CCCc2ccccc21 (stereo not given)
  LGR2 inh = -13; SIRT5 block = -7; Statin myotox sup = 24; esBAF inh = -1; FN deposit inh = -8; S100A4 MyoIIA = -18; CASP6 VEID inh = 0

Other structures follow.
entry	Structure	LGR2 inh	SIRT5 block	Statin myotox sup	esBAF inh	FN deposit inh	S100A4 MyoIIA	CASP6 VEID inh
41	CC(C)(C)OC(=O)NCCC(=O)N/N=C/c1cccc2cccnc12	9	1	-10	-4	-11	32	0
42	C[C@@H]1CN([C@H](C)CO)C(=O)c2cccc(NS(C)(=O)=O)c2O[C@H]1CN(C)C(=O)Nc1cccc2ccccc12	-9	8	25	-5	/	16	-2
43	O=C(CCc1ccco1)CCc1ccco1	/	0	-17	/	1	-8	76*
44	CC1(C)[C@@H](O)CC[C@]2(C)C3C(O)C=C4[C@H]5C[C@@](C)(CO)CC[C@]5(C)CC[C@]4(C)[C@]3(C)CC[C@@H]12 (stereo not given in full)	/	-2	1	-10	-2	1	-1
45	C[C@@H]1CN([C@@H](C)CO)C(=O)Cc2cc(NC(=O)CCC(F)(F)F)ccc2O[C@H]1CN(C)C(=O)Nc1cccc2ccccc12	-19	/	36	-3	-1	/	/
46	Cc1noc(C)c1S(=O)(=O)Nc1ccc2c(c1)C(=O)N([C@H](C)CO)C[C@H](C)[C@@H](CN(C)S(C)(=O)=O)O2	1	0	/	-3	/	-1	-3
47	CC(C)NC(=O)Nc1ccc2c(c1)C(=O)N([C@@H](C)CO)C[C@@H](C)[C@@H](CN(C)C(=O)Nc1cccc3ccccc13)O2	-16	-1	2	-2	/	-2	46*
48	CCCCOc1ccc(Nc2cc(Cl)ccc2C(=O)O)cn1	-11	4	0	-5	-3	-11	5
49	Cc1ccc2c(c1)CN1CN2Cc2cc(C)ccc21	/	/	-5	-1	1	/	/
50	C[C@@H]1CN([C@H](C)CO)C(=O)c2cc(NS(C)(=O)=O)ccc2O[C@@H](C)CCCCO[C@H]1CN(C)Cc1ccc(Cl)c(Cl)c1	6	12	26	-4	/	-3	-1
51	CCOC(=O)C1C(c2ccc(O)c(OCC)c2)NC(=S)NC1(O)C(F)(F)F (stereo not given)	/	/	5	4	11	/	/
52	COc1ccc(CCNC(=O)C2CCN(C(=O)c3ccccc3C)CC2)cc1	31	-2	4	-5	-2	1	1
53	CCCN(C)C[C@H]1OCCCC[C@H](C)Oc2ccc(NS(=O)(=O)c3ccc(C)cc3)cc2C(=O)N([C@@H](C)CO)C[C@H]1C	6	-2	/	/	/	3	-6
54	CC(C)CNC(=O)c1noc2c1CCCC2	-13	2	0	13	-5	-1	-1
55	O=C(C1CCCC1)N1CCCCN2[C@H](CO)[C@H](c3ccc(C#CC4CC4)cc3)[C@H]2C1	/	-2	/	/	/	6	-2
56	COc1ccc(OC)c(S(=O)(=O)n2ccc(C)n2)c1	7	1	5	-7	-9	-4	1
57	Cc1ccccc1-c1cnc2c(c1)C(=O)N([C@H](C)CO)C[C@@H](C)[C@@H](CN(C)Cc1cccnc1)O2	-9	-1	41	2	/	7	1
58	Cc1cccc2c(N)c3c(nc12)N(C)CC3	-4	-5	8	-1	3	-3	0
59	CC(C)CC#Cc1ccc2c(c1)O[C@@H](CN(C)Cc1cccnc1)[C@@H](C)CN([C@H](C)CO)S2(=O)=O	-1	/	9	-2	-5	-8	/
60	CCOc1ccccc1CN1CCNC(=O)C1CC(=O)NCc1nc(C)cs1 (stereo not given)	12	1	-2	0	/	0	1
61	CCN(C(=O)c1cccnc1SC)C12CC3CC(CC(C3)C1)C2	1	-1	-33	-3	-7	0	-2

From PubChem BioAssay
